A3A deaminase = APOBEC3A ssDNA deaminase inhibitors, primary screen, selectivity assay for APOBEC3G inhibitor project, biochemical, FAM/TAMRA oligo cleavage fluorescence | DNA dC->dU-editing enzyme APOBEC-3A (Homo sapiens), P31941 | recombinant A3A, FAM/TAMRA ssDNA deamination fluorescence | inhibition, % at 20 µM | 330,000 tested, 0.41% active | AID 493011, 2011;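 active = at least 40% inhibition at 20 µM here, with at most 30% in a related deaminase screen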;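 note: plate controls were A3A with DMSO for no effect and wells lacking A3A enzyme for full effect; some results filed as inactive read as strong as hits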
Target sequence (P31941 whole entry, looked up): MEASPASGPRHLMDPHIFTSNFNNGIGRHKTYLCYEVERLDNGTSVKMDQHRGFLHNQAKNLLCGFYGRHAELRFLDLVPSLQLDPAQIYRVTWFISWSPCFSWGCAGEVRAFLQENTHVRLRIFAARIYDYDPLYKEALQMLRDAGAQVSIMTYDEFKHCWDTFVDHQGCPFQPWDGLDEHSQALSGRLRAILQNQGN
PfGluPho inh = PfG6PD enzyme inhibitors, primary screen, biochemical, fluorescence intensity, uHTS; AID 504690, 2011; PfGluPho enzyme, NADPH resazurin-diaphorase fluorescence; 350,000 tested, 0.78% active; inhibition, % at 20 µM; glucose-6-phosphate dehydrogenase-6-phosphogluconolactonase (Plasmodium falciparum 3D7);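 active = inhibition reaching at least a set limit at 20 µM in the primary screen, cut at about 59% in these data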;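 note: 0% = DMSO wells with substrate and 100% = DMSO wells lacking glucose-6-phosphate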
hIAP act = human IAP activators, primary screen, biochemical, luminescence, uHTS | purified human IAP, CDP-Star luminescence, 30 min; active compounds read high; 1 = vehicle-only enzyme, 0 = enzyme-free background | activation factor at 10 µM | 330,000 tested, 0.16% active;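 active = activation factor of the enzyme at least 2-fold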; note: the source names both 10 and 20 µM as test concentration; values of inactives mirror those of a sister screen read the other way
mIAP inh = inhibitors of mouse IAP, primary screen, biochemical, luminescence, uHTS | inhibition, % at 10 µM | purified mouse IAP, CDP-Star luminescence, 30 min | intestinal alkaline phosphatase [Mus musculus] | 330,000 tested, 0.2% active;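 active = inhibition of at least 40% at 10 µM in the primary screen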;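 note: plate controls were DMSO with enzyme for no effect and no enzyme wells for full effect; values of inactives mirror those of a sister screen read the other way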
mIAP act = activators of mouse IAP, primary screen, biochemical, luminescence, uHTS | intestinal alkaline phosphatase [Mus musculus] | muIAP, CDP-Star luminescence, 30 min; active compounds read high; 1 = vehicle-only enzyme signal, 0 = enzyme-free wells | activation factor at 10 µM | 330,000 tested, 0.24% active;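 active = activation factor of at least 2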; note: the source names both 10 and 20 µM as test concentration; values of inactives mirror those of a sister screen read the other way
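System: Mouse IAP enzyme | Also added: CDP-Star substrate | Dosing: Compounds dispensed in DMSO | Schedule: 30 min enzyme-substrate-compound incubation at room temperature | Technique: Chemiluminescence readout | Control set: DMSO-only wells and no-enzyme negative control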
ATG4B inhibitor = ATG4B protease inhibitors, primary screen, biochemical, fluorescence, uHTS; Cysteine protease ATG4B (Homo sapiens), Q9Y4P1; ATG4B cleavage of LC3-PLA2, NBD-HPC fluorescence, 1 h; 340,000 tested, 0.51% active; AID 504462, 2011; inhibition, % at 8.33 µM; in the data active = inhibition above about 40%
Target sequence (Q9Y4P1 whole entry, looked up): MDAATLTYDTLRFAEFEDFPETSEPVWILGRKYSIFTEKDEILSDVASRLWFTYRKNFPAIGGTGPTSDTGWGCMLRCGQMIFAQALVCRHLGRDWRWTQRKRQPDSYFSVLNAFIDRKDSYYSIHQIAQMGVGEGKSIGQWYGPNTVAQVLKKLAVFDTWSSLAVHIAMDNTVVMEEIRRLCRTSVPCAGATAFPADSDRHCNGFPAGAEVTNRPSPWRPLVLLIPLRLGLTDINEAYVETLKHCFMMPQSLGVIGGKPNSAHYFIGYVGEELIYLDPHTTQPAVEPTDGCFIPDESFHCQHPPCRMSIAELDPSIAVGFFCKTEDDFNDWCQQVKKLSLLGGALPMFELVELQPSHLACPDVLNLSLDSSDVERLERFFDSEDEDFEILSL
hIAP inh = human IAP inhibitors, primary screen, biochemical, luminescence, uHTS. inhibition, % at 10 µM. Intestinal-type alkaline phosphatase (Homo sapiens), P09923. purified IAP, CDP-Star luminescence, 30 min. 330,000 tested, 0.12% active;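 active = inhibition reaching a set limit with compound at 10 µM in the primary screen, cut at about 35% in these data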;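 note: plate controls were DMSO wells with enzyme for no effect and no-enzyme buffer wells for full effect; values of inactives mirror those of a sister screen read the other way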
HKDC1 inh = HKDC1 hexokinase inhibitors, primary screen, biochemical, fluorescence, uHTS. Q2TB90. recombinant HKDC1, G6PDH/diaphorase resazurin coupled fluorescence. inhibition, % at 20 µM. 340,000 tested, 0.16% active. AID 493160, 2011;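 active = inhibition above about 35% when tested at 20 µM, limit read from the data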;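 note: plate controls were DMSO wells with enzyme for no effect and DMSO wells lacking enzyme for full effect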
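Material: recombinant HKDC1 hexokinase; Amount: HKDC1 at 5 µg/mL; Medium: Tris pH 8.0 buffer with MgCl2, Tween-20, BSA, BME; Schedule: 90 min reaction incubation at room temperature, dark; Technique: coupled resazurin fluorescence, excitation 525 nm, emission 613 nm.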
* marks the source's active call; other numbers are inactive results; . = not tested or not shown.

A3A deaminase,PfGluPho inh,hIAP act,mIAP inh,mIAP act,ATG4B inhibitor,hIAP inh,HKDC1 inh,SMILES
-1.6,45.2,0.96,19.4,0.806,-7.4,4.0,3.4,Cc1ccc(/C=C/C(=O)N2CCN(Cc3ccccc3)CC2)o1
-1.0,-4.7,1.07,-12.8,1.13,-5.6,-6.9,-2.1,CCCOc1ccc(C(C)(O)CN2CCOCC2)cc1 (configuration not stated)
7.2,-18.7,1.34,-2.0,1.02,-6.6,-33.9,2.5,N=C1SCC(=O)N1c1ncc(Cc2ccc(F)cc2)s1
1.6,-4.5,1.09,0.8,0.992,-6.4,-8.8,-7.9,O=c1cc(O)c(-c2ccccc2Cl)c(Cl)[nH]1
0.8,-3.7,1.11,-1.4,1.01,0.2,-10.7,-0.2,N#CCCN/N=C(/Cc1nc2ccccc2[nH]1)c1cccc(Cl)c1
-0.9,-12.5,1.11,5.6,0.944,7.5,-10.7,-7.9,CCOC(=O)Nc1n[nH]c(NC(=O)OCC)c1[N+](=O)[O-]
3.7,8.4,0.986,6.3,0.937,0.8,1.4,-2.7,COc1ccc(-n2c(SCC(=O)Nc3cc(C)on3)nc3ccccc3c2=O)cc1Cl
-2.7,12.8,1.01,-2.2,1.02,.,-1.3,-3.8,CCN(C[C@H]1N[C@@](C)(C(=O)OC)[C@H]2C(=O)N(Cc3ccccc3)C(=O)[C@@H]12)S(=O)(=O)c1ccc(C)cc1
-4.2,-0.6,1.1,5.9,0.941,-6.5,-9.6,-4.8,COc1ccc(/C=N/NC(=O)CNC(=O)c2cccs2)cc1
-3.1,-4.1,1.02,-6.3,1.06,-5.0,-2.2,2.2,COC(=O)CCC(=O)Nc1nnc(C(F)(F)F)s1
-0.9,-6.3,0.94,4.5,0.955,-3.4,6.0,-4.7,COc1cc(CNCCSc2nnnn2C)cc(Br)c1OCc1ccc(F)cc1
20.2,-12.7,0.986,7.7,0.923,4.5,1.4,-6.5,O=C(NC1CCCCC1)C(c1ccc(F)cc1)N(Cc1ccco1)C(=O)CN1C(=O)c2ccccc2S1(=O)=O (configuration not stated)
2.1,0.4,0.741,0.4,0.996,-9.3,25.9,-11.2,CCOc1ccc(N=c2oc3cc(O)ccc3cc2C(=O)NCC2CCCO2)cc1 (configuration not stated)
-3.1,-9.6,1.16,-8.1,1.08,-17.3,-16.2,-6.2,Cn1cnc2c1c(=O)n(Cc1ccccc1)c(=O)n2C
2.9,16.5,0.844,10.7,0.893,-0.1,15.6,1.1,CN(C)c1nc(N/N=C\c2ccc(Cl)c([N+](=O)[O-])c2)nc(Nc2ccc(F)cc2)n1
-0.4,-15.9,1.02,5.7,0.943,7.2,-1.9,3.1,CCCCc1nc2ccccc2n1Cc1nnc2n1-c1ccccc1SC2
-1.5,-0.9,0.972,7.6,0.924,-6.5,2.8,-1.4,CCC(C)NC(=O)Cn1c(=O)n(-c2ccccc2)c(=O)c2ccc(C(=O)NCc3ccco3)cc21 (configuration not stated)
0.5,27.1,1.05,24.1,0.759,5.4,-4.6,8.3,CN(C)c1ccc(NC(=O)Cn2cc3c(n2)CCCC3)cc1
0.3,19.8,1.15,-6.0,1.06,-5.0,-14.7,17.6,COc1ccc(-c2oc3ncnc(N)c3c2-c2ccccc2)cc1
3.6,-6.4,0.911,0.9,0.991,3.5,8.9,-5.5,CCn1c(Cc2ccccc2)nnc1SCC(=O)NC1CC1
0.1,19.7,0.833,6.2,0.938,53.7*,16.7,-7.5,O=C(c1ccc(Cl)cc1)c1oc2ccccc2c1CS(=O)c1ccccc1 (configuration not stated)
0.2,-3.2,1.43,1.6,0.984,-11.0,-42.9,5.2,CC(C)(C)OC(=O)NCCCC[C@H](NC(=O)c1nc[nH]c1C(=O)N[C@@H](CCCCNC(=O)OC(C)(C)C)C(=O)OC(C)(C)C)C(=O)OC(C)(C)C
-1.5,-7.1,0.979,-1.8,1.02,-7.3,2.1,-2.9,Cc1ccc(N2CCN(S(=O)(=O)c3ccc(C)cc3)CC2)cc1
-1.7,-11.1,1.28,-7.8,1.08,5.6,-28.1,-0.8,CN(CCNC(=O)C1CCN(c2ncnc3c2nc2n3CCCCC2)CC1)Cc1ccccc1
-4.9,-8.8,1.96,-1.9,1.02,5.6,-96.4,3.9,O=C(CN(c1ccccc1F)S(=O)(=O)c1ccccc1)NC1CCCCCC1
-3.5,-12.2,0.974,-7.7,1.08,6.4,2.6,-4.5,c1ccc(-c2cncnc2)nc1
2.8,-12.8,1.04,8.8,0.912,2.7,-4.3,0.5,C/C(=N/N=C/c1ccccc1O)c1ccccc1O
-20.2,46.1,1.08,-2.6,1.03,0.7,-8.3,-2.4,CCN(CC)C(=O)c1sc(NC(=O)c2ccoc2C)c(C(=O)OC)c1C
-0.4,27.9,1.05,-6.0,1.06,-8.1,-5.5,11.7,CCCCN1C(=O)c2cccc3cc(O)cc(c23)C1=O
-3.0,-19.4,0.841,0.3,0.997,3.2,15.9,0.6,O=C(CCCNC(=O)c1ccc(Cl)cc1)Nc1ccccc1F

Shown field by field: entries from further up
CCOc1ccc(N=c2oc3cc(O)ccc3cc2C(=O)NCC2CCCO2)cc1 (configuration not stated)
  A3A deaminase: 2.1; PfGluPho inh: 0.4; hIAP act: 0.741; mIAP inh: 0.4; mIAP act: 0.996; ATG4B inhibitor: -9.3; hIAP inh: 25.9; HKDC1 inh: -11.2

COc1ccc(-n2c(SCC(=O)Nc3cc(C)on3)nc3ccccc3c2=O)cc1Cl
  A3A deaminase: 3.7; PfGluPho inh: 8.4; hIAP act: 0.986; mIAP inh: 6.3; mIAP act: 0.937; ATG4B inhibitor: 0.8; hIAP inh: 1.4; HKDC1 inh: -2.7

O=c1cc(O)c(-c2ccccc2Cl)c(Cl)[nH]1
  A3A deaminase: 1.6; PfGluPho inh: -4.5; hIAP act: 1.09; mIAP inh: 0.8; mIAP act: 0.992; ATG4B inhibitor: -6.4; hIAP inh: -8.8; HKDC1 inh: -7.9

COC(=O)CCC(=O)Nc1nnc(C(F)(F)F)s1
  A3A deaminase: -3.1; PfGluPho inh: -4.1; hIAP act: 1.02; mIAP inh: -6.3; mIAP act: 1.06; ATG4B inhibitor: -5.0; hIAP inh: -2.2; HKDC1 inh: 2.2

Further entries follow.
A3A deaminase,PfGluPho inh,hIAP act,mIAP inh,mIAP act,ATG4B inhibitor,hIAP inh,HKDC1 inh,SMILES
-5.1,39.7,0.92,12.7,0.873,-3.8,8.0,23.0,S=C(NNc1ccc2ccccc2c1)NC1CCCCC1
-1.0,-8.2,0.973,9.3,0.907,-16.1,2.7,-10.5,COC(=O)CSc1ccsc1C(=O)O
-1.6,-4.3,1.14,-4.7,1.05,7.9,-14.2,4.1,N#CCN=C(c1ccccc1)c1ccccc1
1.2,0.3,1.11,7.1,0.929,-6.6,-10.6,-5.1,O=C(Nc1ccnc(-c2cccnc2)n1)c1ccc(Cl)cc1
0.6,16.0,.,-5.9,1.06,-7.6,.,-1.5,COc1ccc(-c2noc(CCC(=O)N3CCN(c4cccc(OC)c4)CC3)n2)cc1
3.9,14.3,0.934,11.2,0.888,5.1,6.6,-7.0,Cn1ccnc1SCc1ccc([N+](=O)[O-])cc1
-5.7,37.0,1.1,2.5,0.974,8.6,-9.7,2.5,O=C(CCC(=O)N1CCN(c2ccc(Cl)c(Cl)c2)CC1)c1ccccc1
-1.4,63.5*,1.21,13.4,0.866,-4.8,-21.0,-2.7,COc1ccc(-n2nnc3c(SC(C(C)=O)C(=O)N(C)C)ncnc32)cc1 (configuration not stated)
-3.4,-2.3,1.04,4.9,0.951,-4.2,-4.4,2.5,COc1cccc(-c2nc(CS(=O)(=O)CC(=O)NCCc3ccc(OC)c(OC)c3)c(C)o2)c1
0.8,18.1,0.964,-51.0,1.51,77.6*,3.6,3.1,Cc1c(Cl)cccc1NC(=O)Nc1cc(C(C)(C)C)on1
-1.8,22.9,0.934,-5.6,1.06,-8.8,6.6,4.6,Cc1ccc(Nc2nc3ccccc3[nH]2)nc1
0.1,3.8,0.867,-4.1,1.04,-5.8,13.3,-9.0,COc1cccc(C(=O)Nc2c3c(nc4c2CCC4)CCCC3)c1
-0.6,0.2,1.1,-4.4,1.04,6.6,-10.3,0.0,CCN(CC)C(=O)Oc1nnc(SC(C)C)n1-c1ccc(Cl)c(Cl)c1
6.9,-1.2,0.946,0.7,0.993,-11.9,5.4,-3.6,Cc1noc(C)c1C(=O)OCC(=O)N1CCN(S(=O)(=O)c2ccc3ccccc3c2)CC1
-0.8,10.2,0.814,12.3,0.877,-10.8,18.5,0.8,CCOc1ccccc1NC(=O)CSc1nc2ccccc2nc1N1CCOCC1
-0.7,-9.2,1.1,0.3,0.997,1.7,-10.5,-6.9,O=C(COC(=O)CNC(=O)c1ccc(Cl)cc1Cl)NC1CC1
-1.7,5.4,1.02,-13.2,1.13,13.6,-2.4,10.6,CCC(C(=O)Nc1cc(C(=O)Nc2cc(C)ccn2)ccc1Cl)c1ccccc1 (configuration not stated)
-6.3,10.9,0.966,-16.0,1.16,-7.3,3.4,-1.4,CCCCCCCNC(=O)C1(CC2CC(c3cccc(Br)c3)=NO2)CCN(C(=O)CCCCCBr)CC1 (configuration not stated)
0.2,-5.0,1.1,-8.4,1.08,-3.6,-9.6,0.3,CC1CC(C)(C)NC(=S)N1CCC(=O)N1CCc2ccccc2C1 (configuration not stated)
-2.5,18.6,0.844,-2.5,1.02,-9.3,15.6,2.3,O=S(=O)(c1ccccc1)[C@@]1(c2ccc(Br)cc2)C[C@@H]2ON=C(c3ccccc3)[C@@H]2C1
-3.8,-15.8,0.879,10.9,0.891,-1.6,12.1,-0.4,O=C(O)c1ccc(NC(=S)NC(=O)c2cccc(COc3ccccc3)c2)cc1
9.6,10.5,1.1,-6.6,1.07,-9.5,-10.2,0.3,COc1ccc(OC)c(C2=Nn3c(nnc3-c3cc(C)[nH]n3)SC2)c1
-0.1,-8.5,0.88,14.1,0.859,91.1*,12.0,25.7,Cc1cccc(C)c1-n1cccc1/C=C1\SC(=S)N(c2cccc(C(=O)O)c2)C1=O
16.2,-7.1,1.11,-10.0,1.1,1.9,-11.2,-4.6,CCCCn1c(N)c(N(CC(C)C)C(=O)c2cccc(OCc3ccccc3)c2)c(=O)[nH]c1=O
-7.0,8.6,1.01,4.4,0.956,-11.7,-1.1,-4.0,Nc1nnnn1/N=C/c1ccc(N2CCCCC2)c([N+](=O)[O-])c1
-1.2,59.2*,0.993,-3.6,1.04,13.9,0.7,1.8,CCN(CC)c1ccc(C=Nc2ccccc2C)c(O)c1
-1.7,8.0,0.895,-0.2,1,2.1,10.5,-3.7,COCc1nnc(NC(=O)c2ccc(OC)cc2OC)s1
1.5,17.4,0.948,-6.3,1.06,-8.6,5.2,-4.3,O=C(Oc1nsnc1N1CCOCC1)N(c1ccccc1)c1ccccc1
-1.3,-11.9,0.733,6.0,0.94,-9.9,26.7,1.6,COc1cccc(C(=O)/C(C#N)=N/Nc2cccc(-c3ccnc(C)n3)c2)c1
